SRC3 inh = inhibits human SRC3 coactivator | Q9Y6Q9 | HEK293 GAL4-SRC3 luciferase reporter, luminescence | inhibition, % at 3.6 µM | actives 0.17% (n = 360,000) | AID 588352;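 active = inhibition above a per-campaign cutoff, the mean of all compounds plus 3 SD, cut at about 60% in these data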;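 note: 0% = DMSO-treated cells and 100% = gossypol-treated cells at 36 µM; higher means less SRC3-driven luciferase light from the GAL4 reporter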
Shn3 inh set2 = reduces Shn3 3'UTR luciferase signal in osteoblasts | Clone20 osteoblast Shn3 3'UTR firefly luciferase, 24 h | inhibition, % at 12.5 µM | actives 0.52% (n = 360,000);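 active = mean inhibition of at least 75% with every replicate also reaching 75%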;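 note: 0% = median of neutral control wells and 100% = pilot-screen positive control compound; some compounds past the cut are filed as inactive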
KKLEB cytotox = reduces viability of KKLEB cystic fibrosis airway cells | KKLEB CF airway cells viability, ATPlite luminescence, overnight; stronger effect = lower value; cells stimulated with P. aeruginosa culture filtrate | AID 602141 | activity change (cytotoxicity), % at 5 µM | actives 0.36% (n = 360,000);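 active = corrected activity change at or below -50% at 5 µM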
LRH-1 inv ag = NR5A2 inverse agonism in reporter assay; actives 0.13% (n = 360,000); O00482; HEK293T StAR-luciferase reporter, LRH-1 transfected, 24 h; inhibition, % at 3.6 µM;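 active = inhibition above the mean inhibition of all tested compounds plus 3 SD, cut at about 73% in these data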;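 note: 0% = DMSO wells and 100% = reporter-only cells lacking LRH-1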
Target sequence (O00482 whole entry, looked up): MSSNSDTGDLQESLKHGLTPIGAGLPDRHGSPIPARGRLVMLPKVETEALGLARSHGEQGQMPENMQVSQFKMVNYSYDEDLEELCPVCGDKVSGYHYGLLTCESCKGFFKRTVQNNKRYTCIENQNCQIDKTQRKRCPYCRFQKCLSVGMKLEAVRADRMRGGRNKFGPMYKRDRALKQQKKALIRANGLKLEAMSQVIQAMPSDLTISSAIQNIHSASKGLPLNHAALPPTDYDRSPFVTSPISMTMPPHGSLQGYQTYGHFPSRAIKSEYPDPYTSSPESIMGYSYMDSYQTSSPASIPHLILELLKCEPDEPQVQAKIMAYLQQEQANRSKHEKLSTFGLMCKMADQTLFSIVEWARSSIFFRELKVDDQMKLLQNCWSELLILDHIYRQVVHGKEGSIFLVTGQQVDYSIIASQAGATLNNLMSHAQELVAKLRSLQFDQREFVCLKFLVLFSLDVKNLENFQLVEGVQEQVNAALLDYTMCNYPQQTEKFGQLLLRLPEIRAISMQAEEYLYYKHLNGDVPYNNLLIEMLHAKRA
TROY NFkB inh = TROY signaling inhibition | Q293 LMP1-TROYcd NF-kB luciferase reporter, 4 h | inhibition, % at 10 µM | actives 0.98% (n = 360,000);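 active = compounds whose plate-normalised and pattern-corrected inhibition of the luciferase reporter signal at the single screening dose is 50% or more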
SRC1 inh = human NCOA1 inhibition; HEK293 GAL4-SRC1 luciferase reporter, luminescence; inhibition, % at 3.6 µM; actives 0.12% (n = 360,000); AID 588354;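 active = inhibition above the campaign mean plus 3 SD, with each screening campaign given its own cutoff, cut at about 60% in these data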;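 note: 0% = DMSO treated cells and 100% = gossypol at 36 µM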
TWEAK-Fn14 inh = TWEAK-Fn14 signaling inhibition; inhibition, % at 10 µM; TWEAK-stimulated Fn14 reporter cells, luciferase luminescence, 8 h; actives 2% (n = 360,000); AID 1159606; in the data active = inhibition above about 50%
NR2F2 inh = inhibitors of human COUP-TFII (NR2F2). inhibition, % at 8.6 µM. HEK293T NGFI-A luciferase reporter, luminescence. actives 0.7% (n = 370,000). P24468. AID 686940;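 active = inhibition above a per-plate cutoff, mean inhibition of test wells between control levels plus 3 SD, cut at about 38% in these data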;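 note: cells cotransfected with COUP-TFII expression vector driving the NGFI-A reporter; 0% = median of COUP-TF2 test wells and 100% = reporter-only cells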
Target sequence (P24468 whole entry, looked up): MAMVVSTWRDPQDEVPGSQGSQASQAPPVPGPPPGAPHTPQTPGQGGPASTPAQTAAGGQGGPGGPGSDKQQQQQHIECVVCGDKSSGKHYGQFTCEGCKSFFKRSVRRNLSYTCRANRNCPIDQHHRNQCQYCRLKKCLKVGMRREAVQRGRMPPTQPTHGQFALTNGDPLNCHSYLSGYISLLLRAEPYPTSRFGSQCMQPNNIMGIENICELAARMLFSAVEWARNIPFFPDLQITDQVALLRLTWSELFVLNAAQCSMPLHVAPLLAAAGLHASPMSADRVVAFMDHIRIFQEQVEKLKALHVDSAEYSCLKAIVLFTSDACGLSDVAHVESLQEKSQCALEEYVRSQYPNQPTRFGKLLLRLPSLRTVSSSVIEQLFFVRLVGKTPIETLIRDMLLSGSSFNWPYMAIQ
EBV LMP1 NFkB = Epstein-Barr LMP1 NF-kappaB reporter inhibition | LMP1-induced NF-kappaB luciferase reporter cells, luminescence | inhibition, % at 12.5 µM | actives 0.69% (n = 350,000); in the data active = inhibition above about 41%;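 note: 0% = neutral control wells and 100% = reference inhibitor control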
CF NFkB inh = inhibitors of cystic fibrosis induced NF-kB; KKLEB NF-kB-GFP reporter, PAF-induced, GFP fluorescence overnight; inhibition, % at 5 µM; actives 0.86% (n = 360,000);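 active = at least 50% inhibition at 5 µM, scaled per plate between neutral and stimulator controls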;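 note: PAF is a Pseudomonas aeruginosa culture filtrate used as stimulus; plate controls were PAF-stimulated DMSO wells for no effect and unstimulated DMSO wells for full effect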
TRAIL sens C8 = sensitizes caspase-8 expressing cells to TRAIL | inhibition (viability loss, TRAIL sensitization), % at 10 µM | actives 1% (n = 360,000) | AID 624354 | NB7+C8 cells + TRAIL, ATPlite viability luminescence;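 active = compounds causing at least 50% loss of cell viability in the single-dose screen, relative to plate controls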
* = called active by the depositor; nt = no result given. Not all compounds are listed; the hit share may differ from the screen's.

SMILES	SRC3 inh	Shn3 inh set2	KKLEB cytotox	LRH-1 inv ag	TROY NFkB inh	SRC1 inh	TWEAK-Fn14 inh	NR2F2 inh	EBV LMP1 NFkB	CF NFkB inh	TRAIL sens C8
CC1CN(C(=O)N2c3ccccc3Sc3ccccc32)CC(C)O1 (stereo unspecified)	26	4	-7	-16	7	8	-3	2	3	11	14
CCOC(=O)CNC(=O)CSc1ncnc2c1cnn2-c1ccc(C)cc1	17	10	0	8	-23	-20	14	4	5	-1	4
Cc1ccc2cccc(S(=O)(=O)N3CCN(c4cccc(Cl)c4)CC3)c2n1	1	23	-7	-9	-8	-5	25	nt	1	19	-20
Cc1ccc(-c2nc(C(=O)NCCCN(C)C)cc3c2[nH]c2ccccc23)cc1	-4	-11	-4	-18	-51	-13	-29	-36	-5	-57	36
O=C(Nc1ccc(Br)cc1)C1CCN(c2cnccn2)CC1	-3	3	-5	-10	14	8	-10	5	-2	5	18
CC(C)Oc1cccc(-c2cc(C(=O)NC(=S)N(C)c3ccccc3C(=O)O)c3ccccc3n2)c1	-7	16	-10	12	-11	-1	-3	-14	-9	-10	33
CCOC(=O)c1nn(-c2ccccc2C)c2nc(-c3ccc(Cl)cc3)c(C#N)c(=O)n12	-2	-15	-3	11	4	-7	0	4	-6	12	5
CC(=O)N1CCN(C(=O)/C(C#N)=C/c2ccc3c(c2)OCO3)CC1	-13	-18	5	-12	4	-7	7	-1	-5	-5	-2
Cn1c(NC(=O)c2ccco2)c(-c2ccc(Cl)cc2)c(=O)c2ccccc21	-11	-3	-21	6	-1	-13	-6	-12	14	-2	-7
N#Cc1ccc(OCCN2C(=O)NC3(CCSC3)C2=O)cc1 (stereo unspecified)	4	-13	-19	11	11	-6	19	5	-4	3	-3
CCN(CC)c1ccc(S(=O)(=O)N2CCOCC2)cc1NC(=O)Cn1nc(C)c([N+](=O)[O-])c1C	-3	2	-13	15	4	-9	-23	16	-4	-43	10
Cc1cccc(NC(=O)CCS(=O)(=O)c2ccccc2)c1	-34	-9	1	2	-31	-9	13	-12	-11	9	-9
CCc1ccc(Nc2nnc(SCC(=O)NC(=O)CN3CCCC3=O)s2)cc1	-15	-15	-8	-32	4	-14	9	-32	4	-18	39
O=C(CSc1nnc(-c2ccccc2)n1Cc1ccccc1)NNC(=O)c1ccccc1O	16	15	-2	-3	6	6	-4	1	-6	-1	-3
Cc1ccc(C(NC(=O)N2CCOCC2)C(Cl)Cl)cc1F (stereo unspecified)	4	-15	10	-9	-22	0	3	3	-3	0	0
CCCS(=O)(=O)NC(=O)C1(C)CCCN(C(=O)c2c(F)ccc(C)c2F)C1 (stereo unspecified)	-42	12	9	1	-1	-11	3	-15	nt	-23	-9
O=C(Nn1cnc2ccccc2c1=O)c1ccc(F)cc1Cl	-61	-18	-10	-23	-52	-56	-23	-24	4	16	13
CN(C)[C@@H]1CCC[C@H]1OC(=O)C(c1ccccc1)c1ccccc1	14	9	0	-6	5	-4	-9	13	1	0	-5
N/C(=N\OC(=O)c1cccc(Cl)c1)c1ccncc1	-8	-64	11	-33	-77	-30	-41	-9	-25	-17	0
CCN(CC)S(=O)(=O)c1ccc2oc(Nc3ccc(OC)cc3)nc2c1	4	-5	1	-5	-19	2	20	-14	-30	-8	22
CN(C)c1ccc(NS(=O)(=O)c2ccc(Cl)cc2)cc1	21	14	10	15	16	3	5	0	-6	0	-1
COc1ccc(CNCCCn2cnc(C(=O)Nc3ccc(C)c(C)c3)n2)cc1	9	-11	0	17	6	-12	11	-11	-5	0	-4
COc1ccc(CNc2ccc3cn[nH]c3c2)c(OC)c1OC	10	-14	-6	1	-8	15	15	0	-7	-6	-4
Nc1ccc(S(=O)(=O)NNC(=O)C(=O)NNc2ccccc2)cc1	40	-13	8	54	4	31	-10	17	-19	1	-9
O=C(NC(=S)Nc1cccc2[nH]ncc12)c1ccccc1	14	-53	9	-65	-8	-8	45	19	8	62*	-12
Next compounds.
SMILES	SRC3 inh	Shn3 inh set2	KKLEB cytotox	LRH-1 inv ag	TROY NFkB inh	SRC1 inh	TWEAK-Fn14 inh	NR2F2 inh	EBV LMP1 NFkB	CF NFkB inh	TRAIL sens C8
Cc1ccc(C)c(-c2csc(N)c2C(=O)OC(C)C)c1	6	6	0	-15	-9	-19	8	-1	-5	6	-4
O=C(COc1ccccc1)NCc1ccccc1	-2	-11	-9	0	-21	-8	-16	6	-5	6	11
CCN(CC)C(=O)N1CCN(C(=O)c2ccc(C)cn2)CC1	-1	-18	-5	0	14	-3	18	8	2	8	-10
CCC(=O)NC(=S)Nc1ccc(NC(=O)c2ccc(C)c([N+](=O)[O-])c2)cc1	26	5	1	-13	6	-4	-10	7	8	12	27
O=C1NC(c2ccccc2)C(C(=O)c2cccs2)=C1O (stereo unspecified)	12	-6	9	-12	-6	1	-17	9	-7	-4	-6
Nc1nn(-c2ccccc2)c2ccc([N+](=O)[O-])cc12	1	-13	-2	-7	-9	-15	0	-10	-20	-3	-5
O=C(NNc1ccc(Cl)cc1)C1CCC1	-1	7	2	-10	13	-10	-3	5	-5	-14	5
COc1cccc(CNC(=O)CN2C(=O)COc3ccc(S(=O)(=O)N4CCC(C)CC4)cc32)c1	2	4	0	-4	1	-1	0	-3	-4	8	3
c1ccc(-c2noc(-c3cccnc3)n2)nc1	-82	-53	4	-136	-2	-110	32	-52	22	-5	19
O=C(NCc1ccccc1)c1cc(C2CCCN(C(=O)C3CCCCC3)C2)on1 (stereo unspecified)	-6	7	-6	-3	6	-21	-31	101*	nt	-18	11
CCCc1nc2cc(CC(=O)OC)ccc2o1	-9	-15	3	10	-2	-8	-1	4	-4	-13	-11
C/C=C/c1ccc(OCCNCc2ccccc2)c(OC)c1	-5	-8	-14	-14	-17	12	0	12	4	24	-15
CCCCC(=O)NC(c1cccc([N+](=O)[O-])c1)c1c(OC(C)=O)ccc2ccccc12 (stereo unspecified)	-10	11	0	10	13	-1	15	9	0	23	19
Cc1cc(NC(=O)CSc2nnc(C3CC3)n2C)no1	19	3	-8	-15	1	-12	-23	3	-3	3	5
FC(F)(F)c1ccccc1Cc1c(-c2ccccc2)nc2c3ccccc3ccn12	14	4	-19	2	-2	1	8	-2	nt	26	9
O=C(c1cccc(C(F)(F)F)c1)N1CCN(C2CCCCC2)CC1	21	10	-12	-6	13	-7	9	1	1	6	8
O=C(O)C1Cc2ccccc2CN1C(=O)c1ccccc1 (stereo unspecified)	15	3	7	11	5	-2	11	-6	7	-5	-17
Cc1cc(=O)oc2cc(OC(C)C(=O)NCC3CCC(C(=O)O)CC3)c(Cl)cc12 (stereo unspecified)	3	7	0	-5	3	0	-1	20	-4	3	-6
CCCCCCCCC(c1nc2ccccc2[nH]1)N1CCN=C(c2ccccc2)C1=O (stereo unspecified)	-5	-13	-15	11	20	5	11	9	nt	-13	15
O=C(Nc1ccc2c(c1)OCCO2)c1c(Cl)cccc1Cl	-25	-2	-1	-26	-13	-8	-11	5	-1	-14	-11
O=C(Nc1ccccc1)N1CCC(c2ccccc2)C1 (stereo unspecified)	-85	-64	-6	-143	-25	-101	-1	-21	-7	12	14
CC(=O)Nc1ccc(C(=O)N/C(=C/c2ccccc2)C(=O)Nc2cccc(C(=O)O)c2)cc1	5	-14	5	3	-21	-23	-20	-5	-8	-2	-2
CCOc1cc(/C=N/NC(=O)C2CC2)ccc1OC(C)C	-11	0	-3	-1	-2	-18	-1	13	1	-7	-8
CCc1nnc(NC(=O)C2(C)COC(c3ccccc3)OC2)s1 (stereo unspecified)	3	22	6	12	3	-13	-4	-15	6	-26	-14
O=C(CSc1nnc(-c2ccccc2O)o1)Oc1ccc(OCc2ccccc2)cc1	5	-11	1	-6	-41	-32	-17	-8	0	-1	21
CC(=O)NCCNC(=O)c1cc(-c2cccc3ccccc23)nc2ccccc12	24	-2	30	-1	-8	-7	15	-21	-9	-27	-5
CCc1nc2c(OCc3ccccc3C)cccn2c1N(C)C(=O)CC(C)C	7	2	5	9	-4	-1	6	8	nt	4	-13

A draw from above in order of molecular weight, highest first:
SMILES	SRC3 inh	Shn3 inh set2	KKLEB cytotox	LRH-1 inv ag	TROY NFkB inh	SRC1 inh	TWEAK-Fn14 inh	NR2F2 inh	EBV LMP1 NFkB	CF NFkB inh	TRAIL sens C8
COc1cccc(CNC(=O)CN2C(=O)COc3ccc(S(=O)(=O)N4CCC(C)CC4)cc32)c1	2	4	0	-4	1	-1	0	-3	-4	8	3
FC(F)(F)c1ccccc1Cc1c(-c2ccccc2)nc2c3ccccc3ccn12	14	4	-19	2	-2	1	8	-2	nt	26	9
O=C(NCc1ccccc1)c1cc(C2CCCN(C(=O)C3CCCCC3)C2)on1 (stereo unspecified)	-6	7	-6	-3	6	-21	-31	101*	nt	-18	11
CCC(=O)NC(=S)Nc1ccc(NC(=O)c2ccc(C)c([N+](=O)[O-])c2)cc1	26	5	1	-13	6	-4	-10	7	8	12	27
CC(=O)NCCNC(=O)c1cc(-c2cccc3ccccc23)nc2ccccc12	24	-2	30	-1	-8	-7	15	-21	-9	-27	-5
Cn1c(NC(=O)c2ccco2)c(-c2ccc(Cl)cc2)c(=O)c2ccccc21	-11	-3	-21	6	-1	-13	-6	-12	14	-2	-7
O=C(Nc1ccc(Br)cc1)C1CCN(c2cnccn2)CC1	-3	3	-5	-10	14	8	-10	5	-2	5	18
CC(=O)N1CCN(C(=O)/C(C#N)=C/c2ccc3c(c2)OCO3)CC1	-13	-18	5	-12	4	-7	7	-1	-5	-5	-2
O=C(Nc1ccc2c(c1)OCCO2)c1c(Cl)cccc1Cl	-25	-2	-1	-26	-13	-8	-11	5	-1	-14	-11
CN(C)[C@@H]1CCC[C@H]1OC(=O)C(c1ccccc1)c1ccccc1	14	9	0	-6	5	-4	-9	13	1	0	-5
O=C(NC(=S)Nc1cccc2[nH]ncc12)c1ccccc1	14	-53	9	-65	-8	-8	45	19	8	62*	-12
O=C(O)C1Cc2ccccc2CN1C(=O)c1ccccc1 (stereo unspecified)	15	3	7	11	5	-2	11	-6	7	-5	-17
N/C(=N\OC(=O)c1cccc(Cl)c1)c1ccncc1	-8	-64	11	-33	-77	-30	-41	-9	-25	-17	0
O=C(Nc1ccccc1)N1CCC(c2ccccc2)C1 (stereo unspecified)	-85	-64	-6	-143	-25	-101	-1	-21	-7	12	14

Source: PubChem BioAssay (several laboratories)
